# D3 antag: D3 dopamine receptor (human) antagonism; P35462; D3R cells, DiscoveRx beta-arrestin luminescence, antagonist mode; active compounds read low; AID 652054; actives 2.5% (n = 360,000); max response, negative = inhibition, %; in the data active = max response below about -50%; inconclusive = no clear call, values can overlap the other calls; also: % is scaled to controls: 0 for no effect and ±100 for the full control effect; mostly tested at two doses, the higher about 12 µM
# Target sequence (P35462 whole entry, looked up): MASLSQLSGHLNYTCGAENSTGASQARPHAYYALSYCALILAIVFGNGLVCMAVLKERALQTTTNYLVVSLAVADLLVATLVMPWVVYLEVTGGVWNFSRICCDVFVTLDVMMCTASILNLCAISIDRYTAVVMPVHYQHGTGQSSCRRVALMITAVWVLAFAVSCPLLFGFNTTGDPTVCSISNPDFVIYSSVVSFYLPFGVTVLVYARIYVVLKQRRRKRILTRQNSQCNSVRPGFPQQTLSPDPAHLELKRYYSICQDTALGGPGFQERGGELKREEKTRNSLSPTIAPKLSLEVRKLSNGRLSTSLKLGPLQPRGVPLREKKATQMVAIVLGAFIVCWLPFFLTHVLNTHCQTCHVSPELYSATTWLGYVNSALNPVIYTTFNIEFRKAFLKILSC
#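 Cells plated overnight at 1500 cells/well, then exposed to library compounds with dopamine controls for 90 minutes at 37 degrees C. DiscoveRx reagent added for 30–60 minutes at room temperature; luminescence read, quantitative HTS format.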
# GLP1R ag: activates the human GLP-1 receptor; P43220; HEK293 GLP-1R CRE-luciferase, luminescence, 4-6 h; cells express a hypersensitive GLP-1R form; Potency, µM (doses to about 45.6 µM), without a hit: top-dose activation, usual class: activators; actives 0.007% (n = 380,000); AID 624172; also: potency is read from the fitted curve at half-maximal effect; % of control where 0% means no effect
# GLP1R cytotox: cytotoxicity in counter-screen for GLP-1R inverse agonists; HEK293 cAMP-luciferase reporter cells, luminescence, 24 h; Potency, µM (titrated, usually from 38.3 µM), without a hit: top-dose activity change, negative = inhibition, usual class: inhibitors; actives 0.13% (n = 410,000); AID 624418;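 also: loss of luciferase light is scored as toxicity; potency is read from the fitted curve at half-maximal effect; % is scaled to controls: 0 for no effect and ±100 for the full control effect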
#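 Cells in DMEM/10% Nu serum/1% pen-strep, 1536-well format. Pre-incubated 12 h, dosed with 23 nL compound, incubated a further 24 h. Luciferase detection, 12 min at room temp, luminescence.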
# GLP1R inv ag: GLP-1 receptor (human) inverse agonism | HEK293 GLP-1R CRE-luciferase, luminescence, 24 h; GLP-1R form is constitutively active | actives 1.6% (n = 410,000) | AID 624417 | Potency, µM (titrated, usually from 38.3 µM), for the others: top-dose activity change, negative = inhibition, hits mostly inhibitors | P43220; also: potency is read from the fitted curve at half-maximal effect; % is scaled to controls: 0 for no effect and ±100 for the full control effect; nearly all actives have a fitted effect of over 55% in size
#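 Luminescence readout: a drop in cAMP-driven luciferase signal flags inverse agonism at a constitutively active GLP-1R stably expressed in HEK293. Compound exposure lasted 24 hr at 37 deg C, 5% CO2.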
# D3 ag: activates the human D3 dopamine receptor | max activation, % | actives 0.58% (n = 410,000) | P35462 | D3R DiscoveRx beta-arrestin cells, luminescence, 90 min; in the data active = max activation above about 30%; also: 0% is about no effect; mostly tested at two doses, the higher about 12 µM
#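 Agonist-mode cell screen: cells plated at 1500/well and incubated overnight at 37 °C, then exposed to library compounds for 90 min at 37 °C. Detection reagent was added for 30–60 min at room temperature, and luminescence was read.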
# KB-V1 cytotox: kills drug-selected multidrug resistant KB-V1 cells. KB-V1 MDR cells viability, CellTiter-Glo, 72 h. Potency, µM (series often up to 46.1 µM), inactives show at the highest dose activity change, negative = cytotoxicity, hits mostly cytotoxic. actives 3.4% (n = 400,000); also: potency is read from the fitted curve at half-maximal effect; % is scaled to controls: 0 for no effect and ±100 for the full control effect; nearly all actives have a fitted effect of over 60% in size
#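 Cells of the MDR subline KB-V1 are plated, dosed with compound at multiple concentrations, and incubated 72 h at 37 degrees C; CellTiter-Glo is then added and luminescence read after 10 min.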
# TDP-43 yeast inh: inhibitors of TDP-43 toxicity in yeast. TDP-43 expressing yeast growth rescue, BacTiter-Glo, 24 h. Potency, µM (highest dose often 46.1 µM), for the others: at the highest dose growth rescue (activation), most hits filed as activators. actives 1.8% (n = 410,000). AID 652104; also: potency is read from the fitted curve at half-maximal effect; % of control where 0% means no effect; nearly all actives have a fitted effect of over 50% in size
#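 Cell-based yeast growth screen: TDP-43 expression induced in galactose, inoculum OD600=0.02 after raffinose pregrowth to mid-log. Read-out BacTiter-Glo luminescence at 24 hr, 30 deg C; inhibition of toxicity seen as signal increase.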
# PTHR1 ag: activates the human parathyroid hormone receptor PTHR1. Q03431. HEK293 GP2 PTHR1 cells, GloSensor cAMP luminescence, 1 h. Potency, µM (top dose mostly 115 µM), for the others: top-dose activation, usual class: activators. actives 0.075% (n = 410,000); also: potency is read from the fitted curve at half-maximal effect; nearly all actives have a fitted effect of over 55% in size; some results filed as inactive show a strong effect at the top dose; inactives centre near -15; many of its hits are not listed in these tables
# Target sequence (Q03431 whole entry, looked up): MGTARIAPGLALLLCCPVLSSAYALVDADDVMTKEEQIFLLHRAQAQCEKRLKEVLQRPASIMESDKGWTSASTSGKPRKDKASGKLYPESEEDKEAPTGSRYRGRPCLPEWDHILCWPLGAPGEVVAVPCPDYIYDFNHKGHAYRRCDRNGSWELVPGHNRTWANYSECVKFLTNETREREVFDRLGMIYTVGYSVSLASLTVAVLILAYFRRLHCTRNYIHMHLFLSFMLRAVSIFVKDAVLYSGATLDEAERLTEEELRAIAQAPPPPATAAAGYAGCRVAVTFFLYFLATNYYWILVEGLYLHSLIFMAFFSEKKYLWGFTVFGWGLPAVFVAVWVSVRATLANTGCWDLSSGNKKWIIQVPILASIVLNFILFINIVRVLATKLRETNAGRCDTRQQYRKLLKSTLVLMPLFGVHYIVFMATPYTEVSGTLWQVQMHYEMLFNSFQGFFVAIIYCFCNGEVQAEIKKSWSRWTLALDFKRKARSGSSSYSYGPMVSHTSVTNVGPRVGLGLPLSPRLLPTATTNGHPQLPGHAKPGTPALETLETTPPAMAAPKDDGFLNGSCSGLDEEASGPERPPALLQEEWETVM
#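 HEK-293-derived GP2 cells expressing PTHR1 and a GloSensor cAMP reporter, 3,000/well, plated overnight, given luciferin plus IBMX (each 0.5 mM as added) for 1 h at 37 °C, then compound for 1 h at 37 °C. Luminescence was read after 15 min at room temperature.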
# aSyn yeast inh: inhibitors of alpha-synuclein toxicity in yeast; AID 652106; Yeast expressing alpha-synuclein, growth rescue, BacTiter-Glo, 24 h; actives 0.14% (n = 370,000); Potency, µM (highest dose often 46.1 µM), inactives show at the highest dose growth rescue (activation), actives largely listed as activators; also: potency is read from the fitted curve at half-maximal effect; % of control where 0% means no effect; nearly all actives have a fitted effect of over 65% in size
#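 Screening used galactose-induced yeast with toxic alpha-synuclein levels, exposed to compound for 24 hr at 30 deg C. Cell growth, read with BacTiter-Glo luminescence, gave the measured signal.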
# Starred values were filed as active, the others as inactive; i = inactive; ? = inconclusive; / = no result given; [ ] = dose if it differs, or a comment. Unless noted, calls follow the shape of the dose curve; as a rule, active = well fitted curve in the direction sought with a large enough effect; inconclusive = small, poorly fitted or top-dose-only effect, or another doubt; inactive = no such curve, though single readings can be large; an effect the other way counts as inactive or inconclusive. The list is partial. The share of hits here may be higher or lower than overall.
SMILES,D3 antag,GLP1R ag,GLP1R cytotox,GLP1R inv ag,D3 ag,KB-V1 cytotox,TDP-43 yeast inh,PTHR1 ag,aSyn yeast inh
Clc1ccc(SCCOCCN2CCc3ccccc3C2)cc1,-88*,7%,-1%,?,-11,-9%,-26%,-19%,12%
Cc1ccc(NS(=O)(=O)c2ccc(C(=O)N3CCCCCCC3)cc2)cc1,-12,-7%,-8%,?,8,-15%,-5%,-31%[inhibitor],24%
CN(C)S(=O)(=O)N1CCC(Oc2cccc(C(=O)N3CCCCCC3)c2)CC1,12,4%,3%,7%,-1,/,5%,-71%,-8%
O=C(c1ccncc1)N1CCN(c2ccc(F)cc2)CC1,4,-6%,-13%,4%,-13,17%,6%,i,1%
CCOc1ccc(NC(=O)NC(C)CC)cc1 (stereo not drawn),-23,3%,2%,1%,-13,-26%,-27%[0.397 µM],-20%,0%
CCC(Sc1nc2c(cnn2-c2ccccc2)c(=O)[nH]1)C(=O)OC (stereo not drawn),-1,5%,-21%,24%,-3,7%,-1%,-1%,1%
CCCN1Cc2cccc(C(=O)Nc3cc(OC)cc(OC)c3)c2C1=O,8,14%,-4%,6%,-14,?,-9%,5%[57.5 µM],-2%
CCOc1ccc(NC(=O)CCN2C(=O)c3cccc([N+](=O)[O-])c3C2=O)cc1,-27,-1%,1%,21%,-9,-10%,-2%,i,-2%
O=C(Nc1cccc(C(F)(F)F)c1)c1noc2c1CCc1ccccc1-2,/,/,-7%,1%,-14,-6%,18%,-31%[inhibitor],/
CC1CCCC(NC(=O)COC(=O)COc2cccc(F)c2)C1C (stereo not drawn),-6,7%,-9%,-12%,0,-2%,-19%,i,7%
COc1ccc(C(=O)NNC(=O)C(=O)Nc2ccc(C)c(Cl)c2)cc1,1,-2%,1%,8%,-4,-7%,-13%,i,1%
COc1ccc(-n2cc(-c3ccccc3)c3c(NC4CCCC4)ncnc32)cc1,/,/,1%,1.8µM*,2,/,22µM*,-21%,/
C/C(=N\NC(=O)c1c(Cl)c(C)nn1C)c1ccc(NC(=O)c2ccncc2)cc1,6,0%,-3%,24%,-1,3%,0%,-12%,-1%
CCc1nccn1S(=O)(=O)c1cc(C)c(OC)cc1C,3,-7%,-3%,-9%,13,-1%,-19%,i,-3%
COc1cccc(-c2nc(CS(=O)(=O)CC(=O)NC3CC3)c(C)o2)c1,26,1%,-11%,1%,0,4%,21%,-25%,-7%
Cc1[nH]c2ccc(Br)cc2c(=S)c1C/C=C/Cl,-11,-2%,?,?,-5,-5%,27%,i,-21%
COc1ccc(NC2CCCN(C(=O)c3ccc4[nH]c(C)c(C)c4c3)C2)cc1 (stereo not drawn),2,9%,-8%,7%,-6,-8%,-9%,i,10%
O=C(COc1ccc2ccccc2c1)NCCc1ccc2c(c1)OCCO2,-13,22%,-1%,?,-9,-4%,?,-8%,-3%
O=C(c1ccc(CNS(=O)(=O)c2ccccc2)cc1)N1CCN(c2ccccn2)CC1,33,0%,-21%,-16%,1,?,-4%,i,6%
Cc1ccc(NC(=O)CNc2ccccc2N2CCCC2=O)cc1S(=O)(=O)N1CCCCC1,-4,-3%,0%,-17%,-5,0%,18%,-11%,0%
COc1cccc2c(=O)c(C(=O)NCCc3ccccc3)c[nH]c12,7,15%,1%,-18%,-7,-6%,-1%,-30%[inhibitor],-2%
Cn1nc(C(F)(F)F)c(-c2cccc(C(F)(F)F)c2)c1NC(=O)Nc1ccc(F)cc1,0,4%,2%,?,-6,?,-2%,-31%[inhibitor],-3%
COc1ccc(C(=O)Nc2ccc(C(=O)NCCc3ccccc3)cc2)cc1,?,-3%,1%,-9%,-5,-3%,-9%,i,-2%
O=C(O)CCn1cc(/C=C/C(=O)c2ccc(Cl)cc2)c(-c2ccc(Br)cc2)n1,-13,-11%,?,?,-11,-25%,-92%[inhibitor],-38%[inhibitor],-72%[inhibitor]
COc1ccc(C)c2sc(N(Cc3cccnc3)C(C)=O)nc12,/,/,2%,16%,2,-17%,14%,i,/
# (next part)
SMILES,D3 antag,GLP1R ag,GLP1R cytotox,GLP1R inv ag,D3 ag,KB-V1 cytotox,TDP-43 yeast inh,PTHR1 ag,aSyn yeast inh
CC(C)(C)c1ccc(C(=O)NCC(c2ccco2)S(=O)(=O)c2ccc(F)cc2)cc1 (stereo not drawn),/,/,?,?,-7,?,?,-97%,/
COc1ccc(C(=S)N2CCOCC2)cc1OC(=O)c1ccc([N+](=O)[O-])cc1,-18,3%,-6%,4%,-10,18%,28%,-29%,16%
Cc1ccc(OC/C(=N\O)C(C)(C)C)c([N+](=O)[O-])c1,-6,24%,-18%,?,-6,-5%,-10%,i,8%
O=C(Nc1ccc2c(c1)OCO2)C1CC1,0,-5%,-18%,1%,-2,3%,21%,-3%,4%
Cc1ccccc1OCCN(C#N)c1nc(N(C)C)nc(N(C)C)n1,-4,16%,10%,?,-7,?,-11%[9.22 µM],-8%,-1%
Cc1cc(C)cc(NC(=O)CN2C(=O)C3CC=CCC3C2=O)c1 (stereo not drawn),9,-5%,14%,61%[activator],-4,19%,20%,i,0%
COc1ccccc1-c1c(C#N)c(N)nc2c1CCC2,15,2%,-1%,9%,-1,-10%,-8%,-2%,10%
COc1cccc(/C=N\NC(=O)C2C(=O)NCC2c2ccccc2)c1O (stereo not drawn),?,9%,-19%,?,-4,0%,-11%,i,-9%
COc1ccc(NS(=O)(=O)c2ccc(N)c(C(=O)O)c2)cc1,?,-8%,1%,5%,-16,16%,0%,-4%[57.5 µM],-2%
COCCn1c(SCC(=O)NCc2ccc(OC)c(OC)c2)nc2ccccc21,-3,9%,0%,-35%,-1,-23%,0%,16%,-1%
Nc1nc2ccc(C(=O)NC3CCCCC3)cc2s1,0,14%,0%,26%,5,-5%,-7%,i,-14%
CC(/C=N/NC(=O)NC1CCCCC1)=C\c1ccccc1,0,14%,5%,-44%,4,-9%,-15%,i,-3%
CC(c1ccccc1)n1cc(C(=O)NCC2CCCO2)nn1 (stereo not drawn),14,-5%,-7%,25%,1,4%,3%,i,-4%
COc1ccc2sc(N(CCCN(C)C)C(=O)c3ccc(S(=O)(=O)N4CCCc5ccccc54)cc3)nc2c1,?,-7%,?,?,-11,21µM*,10%,-36%[inhibitor],-2%
COc1cccc(NC(=O)CSc2nc3ccccc3cc2Cc2ccccc2)c1,-52*,1%,8%,?,1,0%,-12%,i,11%
CCc1nnc(NC(=O)CCNC(=O)c2ccccc2Cl)s1,-5,5%,3%,10%,-2,-7%,4%,i,3%
Cc1ccc2nc(SCC(=O)NC3CCCC3)[nH]c2c1,-7,6%,-2%,-30%,3,-5%,-5%,-7%,-7%
CC(C)C(=O)N1CCC1(C)C(=O)Nc1ccc2[nH]ccc2c1 (stereo not drawn),0,3%,8%,34%[activator],-5,-4%,6%,-25%,-5%
CCOc1cc(C=O)ccc1OCCSc1ccc(C)cc1,13,26%,5%,-15%,-14,-14%,-8%,-38%[inhibitor],16%
CC12CN3CC(C)(CN(C1)C3c1ccc(OCc3ccccc3)cc1)C2=O (stereo not drawn),/,/,-7%,11%,0,17%,20µM*,-50%[inhibitor],/
COc1ccc(N(C(=O)COc2ccccc2OC)S(=O)(=O)c2ccc(C)cc2)cc1,-10,-30%[inhibitor],-20%,?,-17,2%,-7%,-6%,13%
COC(=O)CNC(=O)C1CCN(S(=O)(=O)c2cnc[nH]2)CC1,32,-2%,-8%,0%,-2,4%,18%,-6%,23%
O=S(=O)(NCCc1ccccc1)c1cccs1,-13,11%,3%,4%,-12,4%,-4%,-13%,-1%
Cn1cc(S(=O)(=O)N2CCOCC2)cc1C(=O)NCc1ccc(Cl)cc1,-1,-2%,-38%,-28%,-2,15%,0%,i,-2%
CC(=O)c1cccc(NC(=O)c2noc3c2CCc2ccccc2-3)c1,21,5%,0%,1%,2,23%,16%,-9%,-4%

# Reprinted from the entries so far, 10 compounds:
SMILES,D3 antag,GLP1R ag,GLP1R cytotox,GLP1R inv ag,D3 ag,KB-V1 cytotox,TDP-43 yeast inh,PTHR1 ag,aSyn yeast inh
CCc1nnc(NC(=O)CCNC(=O)c2ccccc2Cl)s1,-5,5%,3%,10%,-2,-7%,4%,i,3%
Cc1ccc2nc(SCC(=O)NC3CCCC3)[nH]c2c1,-7,6%,-2%,-30%,3,-5%,-5%,-7%,-7%
CC(C)C(=O)N1CCC1(C)C(=O)Nc1ccc2[nH]ccc2c1 (stereo not drawn),0,3%,8%,34%[activator],-5,-4%,6%,-25%,-5%
CCOc1cc(C=O)ccc1OCCSc1ccc(C)cc1,13,26%,5%,-15%,-14,-14%,-8%,-38%[inhibitor],16%
CC12CN3CC(C)(CN(C1)C3c1ccc(OCc3ccccc3)cc1)C2=O (stereo not drawn),/,/,-7%,11%,0,17%,20µM*,-50%[inhibitor],/
COc1ccc(N(C(=O)COc2ccccc2OC)S(=O)(=O)c2ccc(C)cc2)cc1,-10,-30%[inhibitor],-20%,?,-17,2%,-7%,-6%,13%
COC(=O)CNC(=O)C1CCN(S(=O)(=O)c2cnc[nH]2)CC1,32,-2%,-8%,0%,-2,4%,18%,-6%,23%
O=S(=O)(NCCc1ccccc1)c1cccs1,-13,11%,3%,4%,-12,4%,-4%,-13%,-1%
Cn1cc(S(=O)(=O)N2CCOCC2)cc1C(=O)NCc1ccc(Cl)cc1,-1,-2%,-38%,-28%,-2,15%,0%,i,-2%
CC(=O)c1cccc(NC(=O)c2noc3c2CCc2ccccc2-3)c1,21,5%,0%,1%,2,23%,16%,-9%,-4%

# Source: PubChem (National Center for Advancing Translational Sciences (NCATS))
